Bioassay records as filed in PubChem.
D1 antagonist: human D1 dopamine receptor antagonism. P21728. HEK293 TREx D1 cells, calcium flux, dopamine EC80; stronger effect = lower value. activity change, negative = inhibition, % at 10 µM. hit rate 3.2% among 360,000; in the data active means activity change below about -30%; further: on the % scale 0 is the no-effect control and ±100 the full control effect
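Antagonism measured as reduced calcium response to an EC80 dopamine addition following 180 s compound pre-read; cells were inducible HEK293 Trex D1 plated overnight at 30 C, read kinetically at 1 cycle/sec.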
D2 agonist: activates the human D2 dopamine receptor; P14416; HEK293 T-REx D2 cells, calcium flux agonist mode; activation, % at 2 µM; hit rate 0.53% among 340,000; AID 485358;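 active means activation over 3 SD above normal in the single-dose calcium agonist read, cut at about 30% in these data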; further: 0% is about no effect
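Agonism scored from kinetic calcium signal (1 read/sec, 180 s) following compound pin transfer, after a 10 s baseline. Cells: HEK293 Trex line expressing inducible D2 receptor coupled to calcium, dye-loaded after overnight culture at 30 C.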
D1 potentiator: enhances dopamine response at the human D1 receptor; P21728; HEK293 TREx D1 cells, calcium flux, dopamine EC20 potentiation; potentiation, % at 10 µM; hit rate 0.036% among 360,000; in the data active means potentiation above about 30%; further: 0% is about no effect
D1 agonist: activates the human D1 dopamine receptor. P21728. HEK293 T-REx D1 cells, calcium flux, agonist mode. activation, % at 2 µM. hit rate 1% among 360,000; further: 0% is about no effect
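Inducible HEK293 T-REx D1 cells, force-coupled to calcium signalling, were plated at 4000 cells/well with tetracycline and held overnight at 30 C. After no-wash calcium dye loading, compound-evoked calcium rise over 180 s flagged agonists.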
TRHR PAM: allosteric enhancers of human TRH receptor. P34981. TRHR cells, fluo-8 calcium fluorescence, EC20 TRH enhancement. enhancement, % at 2 µM. hit rate 0.66% among 360,000; in the data active means enhancement above about 30%; further: 0% is about no effect
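Enhancer read-out: after compound pinning and an initial kinetic agonist-mode read, an EC20 of TRH (10 nM final) was injected and fluo-8 calcium signal (Ex 480/Em 530) followed at 1 s/cycle for 100 cycles in TRHR-expressing cells.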
RXFP1 antag: RXFP1 (human) relaxin receptor antagonism | HEK293-RXFP1, relaxin-stimulated cAMP HTRF, 30 min; stronger effect = lower value | activity change, negative = inhibition, % at 57.5 µM | hit rate 0.59% among 350,000 | AID 1259400;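 active means activity change of -60% or lower, but not beyond a set lower limit; inconclusive means change between -60% and -40%, or beyond the set limit; inactive means change above -40%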; further: on the % scale 0 is the no-effect control and ±100 the full control effect
Target sequence (Q9HBX9 whole entry, looked up): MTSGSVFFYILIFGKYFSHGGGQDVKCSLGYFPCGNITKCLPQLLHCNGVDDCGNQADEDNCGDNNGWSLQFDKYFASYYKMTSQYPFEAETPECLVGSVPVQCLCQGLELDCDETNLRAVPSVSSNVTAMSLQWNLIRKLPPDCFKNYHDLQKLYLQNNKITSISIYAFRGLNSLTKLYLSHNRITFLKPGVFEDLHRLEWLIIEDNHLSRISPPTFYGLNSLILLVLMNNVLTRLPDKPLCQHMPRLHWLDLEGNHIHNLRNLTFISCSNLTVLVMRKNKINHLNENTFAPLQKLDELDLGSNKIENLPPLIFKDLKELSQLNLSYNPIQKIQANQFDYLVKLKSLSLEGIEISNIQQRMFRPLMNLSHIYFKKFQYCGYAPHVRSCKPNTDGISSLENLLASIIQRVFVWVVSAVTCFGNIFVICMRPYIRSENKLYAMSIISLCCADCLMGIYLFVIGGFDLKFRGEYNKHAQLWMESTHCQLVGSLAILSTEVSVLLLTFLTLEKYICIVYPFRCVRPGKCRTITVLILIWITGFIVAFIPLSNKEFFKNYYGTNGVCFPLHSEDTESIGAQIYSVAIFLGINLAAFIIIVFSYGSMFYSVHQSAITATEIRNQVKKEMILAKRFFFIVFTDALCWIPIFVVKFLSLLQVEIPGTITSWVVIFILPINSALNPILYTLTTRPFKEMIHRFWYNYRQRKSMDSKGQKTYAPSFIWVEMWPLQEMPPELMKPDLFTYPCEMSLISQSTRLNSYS
D2 antagonist: D2 dopamine receptor (human) antagonism; inhibition, % at 10 µM; P14416; HEK293 TREx D2 cells, calcium flux, dopamine EC80; hit rate 2% among 340,000; in the data active means inhibition above about 30%; further: 0% is about no effect
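Tetracycline-induced HEK293 TREx cells expressing D2 receptor forced-coupled to calcium signalling, loaded with no-wash calcium dye. Compounds added and calcium flux read 180 s, then dopamine added at EC80 and read a further 180 s.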
TRHR agonist: activates the human TRH receptor; P34981; TRHR cells, calcium flux fluo-8, FDSS agonist mode; activation, % at 2 µM; hit rate 0.18% among 360,000; AID 493084; further: 0% is about no effect
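TRHR-expressing cells, plated overnight in medium with 10% serum, were loaded with fluo-8 calcium dye at room temperature. After a 10 s baseline, library compound was pin-added and calcium release was recorded kinetically (ex 480/em 530) as agonist response.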
D2 PAM: positive allosteric modulators of human D2 dopamine receptor | P14416 | HEK293 T-REx D2, calcium flux, EC20 dopamine potentiation | potentiation, % at 10 µM | hit rate 0.34% among 340,000 | AID 485347;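 active means potentiation over 3 SD above the plate norm, cut at about 30% in these data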; further: 0% is about no effect
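Tetracycline-induced Hek293 Trex D2 cells, force-coupled to calcium, loaded with no-wash calcium dye. Compound added with 180 s kinetic read for agonism, then EC20 dopamine and a further 180 s read for potentiation.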
Active calls of the source: *; u = inconclusive; x = not tested or not shown. Unless noted, no stated cut-off is given here; in the data, active means activation above about 30%; inactive means the rest. Outcome played no part in choosing rows; about 7.3% have a hit in one of these screens.

SMILES	D1 antagonist	D2 agonist	D1 potentiator	D1 agonist	TRHR PAM	RXFP1 antag	D2 antagonist	TRHR agonist	D2 PAM
COc1ccc(NC(=O)C/C(C)=N/NC(=O)c2cccs2)c([N+](=O)[O-])c1	-19	-0.2	-5	1	1	-16	2	-0.6	-25
Cc1ccccc1Nc1nc(N)nc(CN2CCN(Cc3ccc4c(c3)OCO4)CC2)n1	-1	1.0	-6	-1	-8	-18	13	-0.4	-28
COc1ccc(-n2nc(C(=O)NCC(=O)N3CCN(Cc4ccccc4)CC3)c3ccccc3c2=O)c(OC)c1	-1	0.5	-1	-2	-3	-5	-4	-0.9	10
COc1ccc(-c2cnnn2-c2ccc(NC(=O)c3ccccc3OC)cc2)cc1	11	-0.3	0	3	-4	-31	x	0.3	14
COC(=O)c1cccc(NC(=O)c2cccc([N+](=O)[O-])c2)c1	2	-0.7	-9	1	-5	4	-9	0.0	-14
O=C(c1ccc2c(=O)n3c(nc2c1)CCCCC3)N1CCN(c2ccccc2F)CC1	-11	-1.0	-2	1	4	-7	-2	3.2	-1
N#Cc1sc(NCc2ccccc2)nc1Cl	-8	2.1	-9	15	-2	-23	-8	0.3	-4
CC(C)CNC(=O)CN(c1cccc(Cl)c1)S(C)(=O)=O	3	0.5	-6	0	-13	13	15	-0.1	-10
Cc1ccc(S(=O)(=O)N(CC(=O)N2CCCCC2)c2cccc(C)c2)cc1	8	0.1	3	0	4	-4	32*	1.8	-9
Cc1ccc(-n2ncc(C#N)c2/N=C/N2CCOCC2)cc1	-5	0.1	-4	2	-2	-4	3	0.1	0
CC1CC(C)CN(C(=O)COC(=O)C2CCN(S(=O)(=O)c3c(Cl)cccc3Cl)CC2)C1 (stereo unspecified)	7	-0.2	1	20	-15	-19	5	0.1	12
CN1C2CCC1/C(=C\c1ccccc1)C(=O)/C2=C\c1ccccc1	-2	0.2	-7	1	1	-3	-6	-0.3	22
O=c1nc(-c2ccccc2)cn[nH]1	-1	-0.4	-4	2	18	-6	1	-0.1	18
CCOC(=O)c1c(NC(C)=O)no[n+]1[O-]	-7	0.1	2	0	0	-11	4	0.0	-19
COCc1nc(-c2cc(OC)c(OC)c(OC)c2)no1	-11	0.0	-4	2	2	-3	2	-0.2	0

2 compounds picked at random from the list so far:
SMILES	D1 antagonist	D2 agonist	D1 potentiator	D1 agonist	TRHR PAM	RXFP1 antag	D2 antagonist	TRHR agonist	D2 PAM
O=c1nc(-c2ccccc2)cn[nH]1	-1	-0.4	-4	2	18	-6	1	-0.1	18
COCc1nc(-c2cc(OC)c(OC)c(OC)c2)no1	-11	0.0	-4	2	2	-3	2	-0.2	0

Grouped by structure: those above containing a nitro group on carbon.
SMILES	D1 antagonist	D2 agonist	D1 potentiator	D1 agonist	TRHR PAM	RXFP1 antag	D2 antagonist	TRHR agonist	D2 PAM
COc1ccc(NC(=O)C/C(C)=N/NC(=O)c2cccs2)c([N+](=O)[O-])c1	-19	-0.2	-5	1	1	-16	2	-0.6	-25
COC(=O)c1cccc(NC(=O)c2cccc([N+](=O)[O-])c2)c1	2	-0.7	-9	1	-5	4	-9	0.0	-14

Continued.
SMILES	D1 antagonist	D2 agonist	D1 potentiator	D1 agonist	TRHR PAM	RXFP1 antag	D2 antagonist	TRHR agonist	D2 PAM
CCOC(=O)c1cn(Cc2cccc(Cl)c2)nn1	-14	-0.4	-2	3	6	x	3	0.3	0
CCOc1nc(NC2CCCCC2)nc(NC(C)(C)C)n1	-16	0.6	-1	2	-2	-6	-16	1.4	5
CC1CCN(S(=O)(=O)c2nnc(NC(=O)c3ccc(C(C)C)cc3)s2)CC1	7	-1.2	-3	3	2	3	x	0.6	-11
O=C(C1=C[C@H](C2CCCCC2)C[C@H](OCc2ccc(CO)cc2)O1)N1CCN(Cc2ccccc2)CC1	-18	-0.4	2	-3	3	x	-8	0.3	-5
Cc1ccc(-n2nc(C)c3c(C(=O)OCC(=O)N(C)C4CCS(=O)(=O)C4)cc(-c4ccccc4)nc32)cc1 (stereo unspecified)	8	1.9	-1	4	2	-14	15	-0.6	9
C=CCN(c1ccc(Cl)cc1)S(=O)(=O)c1cccc(C(=O)OCC(=O)N(C)C)c1	3	-0.6	1	4	-3	-10	-10	1.2	5
Cn1nc(C(F)(F)F)cc1-c1ccc(/C=C(\C#N)C(=O)c2ccccc2)s1	2	1.9	0	4	-13	-8	5	0.4	-2
CC(C)c1ccc(NC(=O)Cn2c(=O)oc3cccnc32)cc1	9	0.6	-3	2	-6	-3	-8	0.9	6
O=C(Cn1cncn1)NCc1cccc(C(F)(F)F)c1	-6	3.8	0	1	6	-1	10	0.1	4
CSc1nnc(Cn2c(=O)sc3ccccc32)n1C	2	0.5	-4	1	-5	5	6	0.3	6
COc1ccc(OC)c(Nc2ccc(Nc3cc(OC)ccc3OC)nn2)c1	0	x	-1	0	1	-13	x	-0.4	x
CC1=C(C(=O)Nc2ccc(C)cc2C)C(c2ccc(C(C)C)cc2)n2nc(C(F)(F)F)nc2N1 (stereo unspecified)	-6	-0.3	-1	6	-15	1	x	-1.2	14
COc1cc2c(cc1OC)C(c1ccc(F)cc1)N(c1ccc(F)cc1)C(=O)C2 (stereo unspecified)	0	1.4	-1	1	-6	-9	x	0.7	2
O=S(Cc1cc(Sc2ccccc2)nc(-c2ccccc2)n1)c1ccccc1 (stereo unspecified)	12	0.9	2	-2	-1	-5	-33	0.9	-9
CCOc1ccccc1C(=O)Nc1nnc(SCC(=O)Nc2cc(C)on2)s1	12	-0.3	4	1	3	4	-4	0.2	6
Cc1cccc(Nc2nnc(SC/C(O)=C(\C#N)c3nc4ccccc4[nH]3)s2)c1	-6	6.1	-4	5	-2	-30	-4	0.8	-9
Cc1ccc(C(=O)OCC(=O)Nc2sc3c(c2C#N)CCCC3)cc1NC(=O)c1ccco1	x	-0.2	-3	-1	-5	-1	-18	0.0	-5
COc1ccc(NC(=O)CCC(=O)OCC(=O)c2ccc(Oc3ccc([N+](=O)[O-])cc3)cc2)cc1	-2	-0.1	-4	3	6	-9	-7	1.3	3
O=[N+]([O-])c1ccc(-c2c[nH]c(=S)[nH]2)cc1	-1	1.1	-5	2	1	-2	-5	-0.1	-16
Cc1nn(-c2ccc(Cl)cc2)c2[nH]c(CCl)cc(=O)c12	2	-1.8	-5	8	12	-13	-18	0.4	17
Cc1ccc(NC(=O)CNC(=O)Cc2cccc3ccccc23)nc1	-7	0.0	-5	1	4	9	9	-0.1	-2
C=C(C)COc1ccc(-c2ncnc(C(F)(F)F)c2-c2ccccc2)c(O)c1	-21	x	1	2	0	-7	x	-0.3	x
CCOC(=O)N1CCN(S(=O)(=O)c2ccc(C(=O)Nc3ccc(F)cc3F)cc2)CC1	-23	-0.6	1	10	-10	-2	3	0.0	-15
CC(Oc1ccc(Cl)cc1Cl)C(=O)Nc1cccnc1 (stereo unspecified)	-5	-0.1	-13	16	1	-9	-4	0.1	7
CCOC(=O)c1cnc2c(C)c(Cl)ccc2c1NCCc1ccc(OC)c(OC)c1	9	x	-5	7	-3	u	x	1.1	5
COc1ccc(/C=C2\SC(=O)N(CC(=O)Nc3ccc(F)cc3)C2=O)cc1O	-19	1.1	2	1	8	13	-22	2.0	5
Cc1ccc(S(=O)(=O)N2CCN(C(=O)Cn3nc(C)c([N+](=O)[O-])c3C)CC2)c(C)c1	2	-0.2	1	5	4	-22	-34	-2.1	7
CNC(=S)N(CCO)Cc1cc2cc3c(cc2[nH]c1=O)OCCO3	14	0.7	-1	3	10	20	-1	-0.2	-1
O=C(CSc1nc2ccccc2nc1Cc1ccccc1F)Nc1cccc(C(F)(F)F)c1	-15	0.2	1	2	2	-1	x	0.9	14
CCC(C)[C@H](NC(=O)NCc1ccccc1)C(=O)O (stereo partly specified)	-12	0.1	-1	2	-6	1	18	0.4	-3
CCC(Cc1ccccc1)NC(=O)C1CCC(CNc2c(N3CCCC3)c(=O)c2=O)CC1 (stereo unspecified)	-16	-0.1	x	3	1	x	-3	-0.2	-3
NC(=O)CC(NC(=O)c1ccc(Br)cc1)c1ccc(N2CCN(c3ccc(F)cc3)CC2)c([N+](=O)[O-])c1 (stereo unspecified)	-11	1.0	-5	1	10	x	7	0.0	2
O=C(NC1CCCCC1)c1ccc(NS(=O)(=O)c2cccc3cccnc23)cc1	-1	-1.8	-3	3	-2	3	-27	0.3	3
CC(C)C[C@H](NC(=O)N1c2ccccc2NC(=O)[C@@H]1C(C)C)C(=O)N[C@@H](Cc1ccccc1)C(=O)O	-3	0.8	-1	1	1	x	13	0.1	-6
O=C(Nc1nc(-c2nc3ccccc3s2)cs1)c1ccc(S(=O)(=O)N2CCOCC2)cc1	4	0.3	-3	9	-2	-25	-11	0.3	-2
CCOc1ccc(NC(=O)CN(C)C(=O)c2c(-c3ccccc3)noc2C)cc1OCC	6	0.3	11	2	5	3	-2	-0.4	5
CC1CCCN(C(=O)c2cc3c(Cl)nc4ccccc4c3s2)C1 (stereo unspecified)	6	-0.1	0	1	1	-5	x	-0.1	3
COc1cccc2cc(C(=O)OC3CCN(C)CC3)c(=O)oc12	-26	-0.8	1	0	1	x	14	-0.1	6
NC(=O)CSc1ccc(Br)cc1	4	1.1	8	5	2	-6	-18	0.0	-6
CCN(CCCCN1C(=O)c2ccccc2C1=O)c1ccc2c(c1)C(=O)N(C)C2=O	6	0.8	-7	10	0	-10	1	2.4	-1
CCOC(=O)c1cnc2ccc(C(=O)OC)cc2c1Nc1ccc2c(c1)OCCO2	-1	-1.0	-4	-1	-6	0	-13	0.4	9
CCc1ccc(N(C(=O)C(F)(F)F)C(C(=O)NC2CCCCC2)c2ccncc2)cc1 (stereo unspecified)	-20	-2.0	-8	3	-4	-15	2	0.0	-2
CCNc1nc(NC(C)C)nc(N(C#N)CCOc2ccccc2)n1	3	-0.1	-9	28	-5	-9	-4	-0.8	-2
O=C(O)c1ccc(Cl)c(S(=O)(=O)Nc2ccc(OCc3ccccc3)cc2)c1	-17	-0.5	-2	3	16	-2	0	0.2	-8
COc1cc2c(cc1OC)C1O[C@](CCCCN3C(=O)c4ccccc4C3=O)(C2)OC2=C1C(=O)c1ccccc1C2=O	-13	x	-3	2	6	x	x	0.0	x
CCN(CC)CCN(Cc1cc2cc3c(cc2[nH]c1=O)OCCO3)C(=S)NCC(C)C	4	-1.2	-4	3	10	-25	-7	-0.3	-4
Cc1ccc(C(O)(CNCc2ccccc2)c2ccccc2)cc1 (stereo unspecified)	1	-0.4	-3	10	2	-31	-23	1.2	-3
CCOC(=O)c1ccccc1NC(=O)C1CC(=O)N(C(C)(C)C)C1 (stereo unspecified)	-1	x	-1	2	2	1	x	-0.3	2
COc1cc2c(cc1OC)CN(S(=O)(=O)c1ccc3c(c1)OCCO3)CC2	4	0.6	-1	2	-2	-4	6	0.0	10
CC1(C)CC(=O)C(C(O)c2cccc([N+](=O)[O-])c2)C(C)(C)N1 (stereo unspecified)	-4	0.6	-1	9	-5	0	6	0.5	11

An excerpt from above, limited to TRHR PAM:
Molecule,TRHR PAM
CCOC(=O)c1ccccc1NC(=O)C1CC(=O)N(C(C)(C)C)C1 (stereo unspecified),2
COc1cc2c(cc1OC)CN(S(=O)(=O)c1ccc3c(c1)OCCO3)CC2,-2
